FBW7 activator = FBW7 E3 ligase activators, primary screen, biochemical, AlphaScreen, human; actives 0.13% (n = 650,000); AlphaScreen FBW7–phospho-cyclin E peptide binding, activator screen; F-box/WD repeat-containing protein 7 (Homo sapiens), Q969H0; normalized activity (activation), % at 26.1 µM; in the data active = normalized activity above about 1.9%;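 also: purified mutant Fbw7 with reduced substrate affinity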
TEAD-YAP block = TEAD-YAP interaction inhibition, primary screen, TEAD-YAP interaction inhibitor project, luminescence, HEK-TIYL cells; TEAD-Gal4/YAP UAS-luciferase luminescence; inhibition, % at 9.12 µM; actives 1.4% (n = 640,000); AID 1259422, 2018; in the data active = inhibition above about 32%;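 also: 0% = median of test compound wells and 100% = reference inhibitor wells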
MITF primary = MITF inhibitors, primary screen, biochemical, AlphaScreen, human. AlphaScreen MITF homodimerization, bead proximity signal. inhibition, % at 2.6 µM. actives 0.91% (n = 650,000). AID 1259374, 2018; in the data active = inhibition above about 50%;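 also: 0% = vehicle wells with protein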
Target sequence (O75030 whole entry, looked up): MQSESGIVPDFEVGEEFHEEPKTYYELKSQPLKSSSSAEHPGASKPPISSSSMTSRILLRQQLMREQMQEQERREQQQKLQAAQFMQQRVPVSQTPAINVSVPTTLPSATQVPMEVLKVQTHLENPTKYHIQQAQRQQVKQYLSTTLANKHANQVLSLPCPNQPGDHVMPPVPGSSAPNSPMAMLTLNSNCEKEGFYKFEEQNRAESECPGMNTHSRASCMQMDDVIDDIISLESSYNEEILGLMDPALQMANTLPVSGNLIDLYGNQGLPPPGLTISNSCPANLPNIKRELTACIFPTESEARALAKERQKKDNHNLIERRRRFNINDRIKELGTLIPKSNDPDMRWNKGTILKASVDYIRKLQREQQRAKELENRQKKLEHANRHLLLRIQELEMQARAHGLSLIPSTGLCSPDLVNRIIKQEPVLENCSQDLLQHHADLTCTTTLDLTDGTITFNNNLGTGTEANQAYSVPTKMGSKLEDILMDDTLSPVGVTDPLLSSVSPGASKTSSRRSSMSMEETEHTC
GPR151 ag = activators of human GPR151, primary screen, cell-based, PathHunter beta-arrestin, luminescence | G-protein coupled receptor 151 (Homo sapiens), Q8TDV0 | PathHunter beta-arrestin GPR151 cells | activation, % at 11.2 µM | actives 1% (n = 650,000) | AID 1508602, 2020; in the data active = activation above about 4.9%;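 also: 0% = median of compound wells and 100% = cells with positive control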
Target sequence (Q8TDV0 whole entry, looked up): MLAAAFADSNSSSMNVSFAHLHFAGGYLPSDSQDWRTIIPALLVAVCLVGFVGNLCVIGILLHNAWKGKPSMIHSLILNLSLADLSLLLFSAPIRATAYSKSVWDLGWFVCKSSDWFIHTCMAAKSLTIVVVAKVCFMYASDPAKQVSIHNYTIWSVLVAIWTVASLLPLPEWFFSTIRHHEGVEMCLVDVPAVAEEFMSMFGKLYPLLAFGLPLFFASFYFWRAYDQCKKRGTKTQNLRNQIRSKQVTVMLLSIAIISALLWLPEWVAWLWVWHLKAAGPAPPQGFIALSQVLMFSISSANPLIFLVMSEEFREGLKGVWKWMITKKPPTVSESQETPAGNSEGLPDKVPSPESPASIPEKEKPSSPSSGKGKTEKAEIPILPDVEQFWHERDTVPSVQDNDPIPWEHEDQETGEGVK
An asterisk follows results filed as active.

SMILES | FBW7 activator | TEAD-YAP block | MITF primary | GPR151 ag
CCOC(=O)c1c(NC(=O)c2cccc(OCc3ccccc3)c2)sc2c1CCCC2 | -0.2 | -4 | 0 | -1.0
COc1ccc(/C=C\c2nc(O)c([N+](=O)[O-])c(=O)[nH]2)c2ccccc12 | -0.3 | -10 | -8 | -0.6
COc1cc([N+](=O)[O-])ccc1NC(=O)c1ccc(C)o1 | 0.1 | 9 | -3 | -0.1
O=C(CN1CCOCC1)NN1CC(=O)N(c2ccc(Cl)cc2)CC1=O | 0.0 | 9 | -6 | 4.7
C=CCOc1ccccc1CN1CCc2nnc(C(CC(C)C)NC(C)=O)n2CC1 (centres undefined) | 0.1 | 2 | 9 | -0.8
COc1ccc(C2/C(=C(\O)c3ccc(C)cc3)C(=O)C(=O)N2c2nncs2)cc1 (centres undefined) | -0.1 | 5 | 8 | 0.6
CCOC(=O)N1CCC(Nc2ncnc3c2c(-c2ccccc2)cn3-c2ccc(Br)cc2)CC1 | -0.1 | 2 | 3 | -1.6
O=C1[C@@H]2C[C@H](NCc3ccc(Cl)cc3)CN2C(=O)[C@@H]2CCCN12 | 0.1 | -7 | 19 | 1.8
O=C(Nc1ccc2c(c1)OCO2)C(c1ccc(Cl)cc1)N1CCN(C(=O)c2ccco2)CC1 (centres undefined) | 0.1 | -3 | 28 | 1.9
O=C(c1ccccc1)N(CSc1ccccc1)c1ccccc1 | -0.1 | 6 | 5 | 1.7
COc1ccc2ccccc2c1CNc1ccc(N2CCOCC2)c(C(=O)O)c1 | -0.2 | -9 | -10 | 0.3
COc1ccc(CCn2c(C)cc(C(=O)CSc3nnc(N)s3)c2C)cc1 | 0.2 | 3 | 8 | -0.7

Some of these compounds in order of molar mass, highest first.
SMILES | FBW7 activator | TEAD-YAP block | MITF primary | GPR151 ag
CCOC(=O)N1CCC(Nc2ncnc3c2c(-c2ccccc2)cn3-c2ccc(Br)cc2)CC1 | -0.1 | 2 | 3 | -1.6
CCOC(=O)c1c(NC(=O)c2cccc(OCc3ccccc3)c2)sc2c1CCCC2 | -0.2 | -4 | 0 | -1.0
COc1ccc(C2/C(=C(\O)c3ccc(C)cc3)C(=O)C(=O)N2c2nncs2)cc1 (centres undefined) | -0.1 | 5 | 8 | 0.6
COc1ccc(/C=C\c2nc(O)c([N+](=O)[O-])c(=O)[nH]2)c2ccccc12 | -0.3 | -10 | -8 | -0.6
O=C1[C@@H]2C[C@H](NCc3ccc(Cl)cc3)CN2C(=O)[C@@H]2CCCN12 | 0.1 | -7 | 19 | 1.8
COc1cc([N+](=O)[O-])ccc1NC(=O)c1ccc(C)o1 | 0.1 | 9 | -3 | -0.1

Next entries follow:
SMILES | FBW7 activator | TEAD-YAP block | MITF primary | GPR151 ag
CCN1CCCC1Cn1c(=S)[nH]c2cc(Cl)ccc2c1=O (centres undefined) | -0.1 | 1 | 15 | 2.0
CCN(Cc1ccncc1)Cn1ncn(C)c1=S | 0.2 | 2 | 12 | 0.6
Cn1c(N2CCN(C(=O)C34CC5CC(CC(C5)C3)C4)CC2)nc2ccccc21 | 0.0 | -4 | 23 | -0.3
Cc1cc(Oc2ccccc2)nc2ccc(O)cc12 | 0.0 | -3 | 18 | -1.7
O=C(CSc1nc2ccccc2nc1Cc1cccc([N+](=O)[O-])c1)Nc1ccc(F)c(Cl)c1 | 0.1 | -3 | 6 | -0.8
Cc1ccc2nc(-c3ccc(Cl)cc3)cc(C(=O)OCC(=O)c3ccc(Br)cc3)c2c1 | 0.1 | -9 | 5 | 0.2
O=C(Nc1cccc(Cl)c1N1CCOCC1)c1ccc(F)cc1 | 0.0 | 4 | -2 | -0.4
CC(=O)c1cccc(OCC(O)CNCCOc2ccc(C)cc2)c1 (centres undefined) | 0.3 | 6 | 21 | -0.9
COCCNC(=O)c1ccc(/C=C2\Oc3ccccc3N(C)C2=O)cc1 | 0.5 | -5 | -20 | 11*
CN(C)C(=O)CCn1c(C2COc3ccccc3O2)nc2cc(F)c(-c3ccncc3)cc21 (centres undefined) | -0.1 | -7 | -6 | -0.1
CCOC(=O)CSC/C(=N/Nc1ccccc1)c1ccccc1 | -0.1 | -12 | 8 | 0.3
CC(=O)c1ccc(N2COCN(c3ccc(C(C)=O)cc3)COC2)cc1 | -0.2 | 2 | -2 | -0.9

Reformatted: two of the compounds above.
Structure: CN(C)C(=O)CCn1c(C2COc3ccccc3O2)nc2cc(F)c(-c3ccncc3)cc21 (centres undefined)
  FBW7 activator = -0.1	TEAD-YAP block = -7	MITF primary = -6	GPR151 ag = -0.1
Structure: CCN1CCCC1Cn1c(=S)[nH]c2cc(Cl)ccc2c1=O (centres undefined)
  FBW7 activator = -0.1	TEAD-YAP block = 1	MITF primary = 15	GPR151 ag = 2.0

The list continues:
SMILES | FBW7 activator | TEAD-YAP block | MITF primary | GPR151 ag
CCC(NS(=O)(=O)c1ccc(C)cc1)c1nc2ccccc2[nH]1 (centres undefined) | 0.8 | -5 | 9 | -1.1
CC1CN(CC(=O)NC(=O)NC(C)(C)C)CC(C)O1 (centres undefined) | -0.1 | 3 | 8 | -1.4
O=C(COc1ccc(Br)cc1)Nc1ccc(-c2nc3ncccc3o2)cc1 | 0.1 | 11 | 11 | -0.2
O=C(c1cccc(Br)c1)N1CCN(c2ccc3cnccc3c2)CC1 | 0.0 | 0 | 10 | 0.0
O=C(Nc1nc(-c2cc(Cl)sc2Cl)cs1)C1CC1 | -0.1 | -17 | -5 | 1.6
Cc1ccc(N2CCN(C(=S)Nc3ccccc3)CC2)cc1 | 0.0 | 4 | 20 | 2.1
Cc1nc2sc(C(c3ccccc3Cl)N3CCC(O)CC3)c(O)n2n1 (centres undefined) | -0.1 | -5 | 3 | 1.2
O=C1CC(CNc2nc3nonc3nc2N2CCCCC2)CN1C1CC1 (centres undefined) | 0.0 | -1 | -3 | 0.4
O=C(CSc1nnc(-c2ccccn2)n1Cc1ccccc1)N1CCOCC1 | 0.5 | 0 | 2 | 0.7
CC(=O)Oc1cccc(N2C(=O)c3ccc(C(=O)Nc4cc(C(=O)O)ccc4C)cc3C2=O)c1 | -0.1 | -18 | 4 | 0.1
COc1ccccc1CNc1ccc(C(=O)OCc2ccccc2F)cc1S(=O)(=O)Nc1cccc(C(F)(F)F)c1 | 0.1 | 6 | 2 | 0.3
Cc1cc(NC(=O)c2ccc3c(c2)C(=O)N(c2ccccc2-c2ccccc2)C3=O)no1 | -0.2 | -2 | -5 | 0.0
COc1ccccc1C(C)NCC(=O)Nc1ccc(OC(F)F)cc1 (centres undefined) | -0.1 | -3 | 6 | 1.8
COC(=O)C1=C(/C=C/c2ccccc2OC)N(CCc2ccccc2)C(=O)/C1=C/c1ccccc1OC | 0.6 | 9 | 0 | 0.9
Cc1ccc(S(=O)(=O)NCCC(=O)N2CCCCC2)cc1 | 0.2 | -8 | -5 | 0.2
COC(/C(=N/O)c1ccc(Cl)cc1)c1ccccc1 (centres undefined) | 0.0 | -6 | 11 | -0.3
O=C(O)c1ccc(Cl)c(S(=O)(=O)Nc2nc(-c3ccccc3)cs2)c1 | -0.1 | -17 | 1 | 0.9
COC(=O)C1=C(C)NC(C)=C(C(=O)OC)C1c1cc(OC)c(O)c([N+](=O)[O-])c1 | -0.1 | 2 | 7 | 0.3
COc1cc(-c2nc3sc4c(c3c(=O)[nH]2)CCCC4)ccc1OCCOc1ccc(C)c(C)c1 | -0.1 | 0 | 4 | 5.7*
COc1cccc(-c2nc(C=Nc3ccccc3Br)c(O)o2)c1 | -0.1 | -20 | -8 | -0.4
CCOc1c(Br)ccc2c1sc1nc[nH]c(=O)c12 | -0.2 | 4 | -1 | 0.0
CCCOC(=O)C1=C(C)NC(=O)NC1c1ccc(Cl)c(Cl)c1 (centres undefined) | 0.1 | 2 | 2 | 1.1
CN(Cc1ccc(C(F)(F)F)cc1)CN1C(=O)c2cccc([N+](=O)[O-])c2C1=O | 0.1 | 8 | 6 | -1.3
COc1ccc2sc(N(Cc3ccccc3)C(=O)c3cc(OC)c(OC)c(OC)c3)nc2c1 | -0.1 | 1 | 3 | 0.8
CC(=O)OC1CC(c2ccccc2)N(C(C)=O)C(c2ccccc2)C1c1ccccc1 (centres undefined) | 0.0 | 2 | -2 | 0.1
O=S(=O)(NCCCN1CCOCC1)c1ccc2c(c1)OCCO2 | -0.1 | 7 | -4 | 0.0
CC(C)CCN1CCN(Cc2cccc(C(F)(F)F)c2)CC1CCO (centres undefined) | 0.1 | 1 | 4 | -1.6
CCOC(=O)CNC(=O)c1nn(-c2ccccc2OC)c(=O)c2ccccc12 | 0.0 | 1 | -12 | -1.5
COC(=O)C1CCN(C(=O)Cn2c3c(c4ccccc42)CCC3)CC1 | 0.1 | -1 | 6 | 0.0
CCOC(=O)CC(C(C)C)N(Cc1ccc(Cl)c([N+](=O)[O-])c1)S(=O)(=O)c1ccc(Cl)cc1 (centres undefined) | 0.0 | -8 | 9 | 9.1*
CC(=O)Nc1cccc(-c2csc(Nc3ccc(C(=O)O)cc3)n2)c1 | 0.1 | -8 | 5 | 0.3
O=C(NCc1cccnc1)c1nnc(-c2cccnc2)o1 | -0.3 | 1 | 2 | -0.5
FC(F)(F)c1ccc(Cn2cnc3c(NC4CC4)nc(N4CCC(N5CCOCC5)CC4)nc32)cc1 | -0.3 | -7 | 5 | -0.2
COc1cc(/C=N/N2CCN(c3ccccn3)CC2)ccc1O | -0.1 | -14 | 18 | -1.5
CC1CCCC(NC(=O)c2cc(Sc3ccc(F)cc3)nc3ccccc23)C1C (centres undefined) | -0.2 | -3 | 1 | 0.6
O=C(c1cc2n(n1)C(C(F)(F)F)CC(c1ccc(Br)cc1)N2)N1CCN(C(c2ccccc2)c2ccccc2)CC1 (centres undefined) | 0.3 | -30 | -3 | -0.3
CN(Cc1ccccc1)c1nnc(NC(=O)NCc2ccccc2)s1 | 0.0 | 47* | -3 | 0.6
N/N=C(\Cc1nc2ccccc2[nH]1)c1ccc(Cl)cc1 | -0.3 | -46 | 4 | 2.8
Cc1cc2cc(OCC(=O)O)ccc2n1C | -0.7 | 1 | 4 | 2.7
CS(=O)(=O)N(CC(=O)NCc1ccccn1)c1ccc(I)cc1 | 0.0 | 10 | 11 | 0.3
O=C(O)c1ccccc1S(=O)(=O)NCC(O)COc1ccc(Br)cc1 (centres undefined) | 0.0 | 10 | 5 | 0.6
O=C(CN1CCCN(Cc2ccc(F)cc2Cl)C1=O)NC1CCCCCC1 | -0.3 | -11 | -2 | -0.1
Cc1[nH]n(-c2ccccc2)c(=O)c1/C=N/NC(=O)C1COc2ccccc2O1 (centres undefined) | -0.2 | 36* | -12 | 3.5
COc1ccc(N2C(=O)CN(C(=O)c3cc(C(F)(F)F)[nH]n3)CC23CCCC3)cc1 | 0.2 | -5 | 1 | -0.2
O=C1NC(=S)N/C1=C\c1ccc(Sc2ccc(Cl)cc2)o1 | 1.3 | 0 | 14 | -0.2
COc1ccc(/C=N/NC(=O)c2cccc(Br)c2)cc1O | 0.1 | -20 | 7 | -1.1
COc1cccc(CNS(=O)(=O)c2cn(C)nc2C)c1 | -0.2 | 4 | -5 | -1.3
N#Cc1ccccc1NC(=O)Nc1ccccc1 | 0.9 | -2 | 8 | -0.6
CCOC(=O)c1sc(NC(=S)NC(=O)c2cccc(Cl)c2)nc1C | -0.1 | -44 | 6 | 0.6
CCOC(=O)c1cnn(-c2ccc(Cl)nn2)c1N | 0.1 | -39 | 9 | 0.1
CC1CCC(C(=O)NNC(=O)OC(C)(C)C)CC1 (centres undefined) | 0.2 | -5 | 10 | 0.5
O=C(CCCCCn1c(=S)[nH]c2ccccc2c1=O)N1CCN(c2ccccc2)CC1 | -0.1 | 1 | 1 | 0.7
CCOc1ccc2nc(SCC(=O)n3c(C)c(C)c4ccccc43)sc2c1 | -0.1 | -8 | 7 | -0.9
O=[N+]([O-])c1ccc(N2CCN(CCO)CC2)c(S(=O)(=O)N2CCOCC2)c1 | 0.1 | 5 | 3 | 0.2
Cc1ccc(-n2c(SCC(=O)c3ccc(Cl)cc3)nc3sc4c(c3c2=O)CCCC4)cc1 | -0.1 | -1 | -3 | -0.7
CC(=O)c1ccc(NC(=O)COc2ccc3ccccc3c2)cc1 | -0.1 | 10 | -10 | -0.4
CC1=CC(C)(C)NC(=S)N1c1cccc(C)c1 | 0.1 | 0 | -4 | 1.1
CC(C)N(CCNc1cc(N2CCOCC2)ncn1)C(C)C | 0.2 | 2 | 13 | -0.4
CCCCOc1ccc2c(=O)c(Oc3cc(C)cc(C)c3)coc2c1 | 0.1 | 7 | 4 | 1.8
Cc1ccc(C2(C)NC(=O)N(Cn3nnc4ccccc4c3=O)C2=O)cc1 (centres undefined) | 0.0 | 2 | 8 | -0.7

The list goes on:
SMILES | FBW7 activator | TEAD-YAP block | MITF primary | GPR151 ag
NCC(O)Cn1c2ccccc2c2ccccc21 (centres undefined) | -0.1 | -7 | -3 | 1.2
O=C(NCc1nc2ccccc2[nH]1)c1cc(Cl)ccn1 | -0.6 | -7 | 5 | -1.9
O=C(Nc1ccc2[nH]ncc2c1)[C@H]1CCCN1C(=O)[C@H](O)c1cccc(Cl)c1 | 0.1 | 3 | 13 | -0.3
COc1ccc(SCC(=O)N2CCN(c3nc4c(F)cccc4s3)CC2)cc1 | 0.1 | -3 | -9 | -1.1
CC(=O)c1cccc(NC(=O)c2cc3nc(-c4ccccc4)cc(-c4ccccc4)n3n2)c1 | 0.4 | -7 | 18 | -1.7
